AID2073: disruptors of CaV2.2 binding to Mint1 – biochemical, HTRF (AID 2073); one-dose inhibition, % at 20 µM; IC50 in µM for titrated hits; HTRF protein-protein interaction, Mint1-CaV2.2; higher % means a stronger effect; actives 0.19% (n = 290,000); in the data active = inhibition mostly above about 51%, no sharp cut-off; also: some results filed as inactive read as strong as hits
XIAP displacement: XIAP antagonists, biochemical, IAP family, fluorescence polarization (AID 1018); XIAP BIR domain, fluorescence polarization peptide displacement; higher % means a stronger effect; displacement, % at 20 µM; hits with a dose series show IC50 in µM; actives 0.007% (n = 200,000); in the data active = displacement above about 50%; also: a part of the inactive calls stands beside numbers as strong as those of hits
P. falciparum M17LAP: P. falciparum M17LAP inhibitors, primary screen, biochemical, fluorogenic H-Leu-NHMec substrate, 1536-well (AID 1619). recombinant M17LAP, H-Leu-NHMec fluorogenic kinetic assay; higher % means a stronger effect. actives 0.38% (n = 220,000). inhibition, % at 30 µM; hits with a dose series show IC50 in µM;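 active = compound inhibiting the enzyme by more than half at any dose during confirmatory dose-response retesting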;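 also: plate controls were full reaction with DMSO carrier for no effect and no enzyme background for full effect; strong numbers were not always called active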
M1AAP inhibition: malaria alanyl aminopeptidase activity blockers – biochemical, fluorogenic H-Leu-NHMec substrate, 1536-well (AID 1445). recombinant M1AAP, H-Leu-NHMec fluorogenic kinetic assay; higher % means a stronger effect. inhibition, % at 30 µM; hits with a dose series show IC50 in µM. actives 0.42% (n = 220,000);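 active = primary inhibition above the hit cutoff, then over 50% inhibition at one or more dose response concentrations, cut at about 23% in these data, passing the limit was not always enough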;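 also: plate controls were DMSO full reaction for no effect and no enzyme background for full effect; strong numbers were not always called active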
LYP phosphatase: inhibitors of LYP phosphatase, biochemical, fluorescence intensity, uHTS (AID 1779); recombinant LYP phosphatase, fluorescence intensity; higher % means a stronger effect; actives 0.054% (n = 290,000); one-dose inhibition, % at 11.5 µM; IC50 in µM for titrated hits;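 also: plate controls were vehicle with enzyme for no effect and no enzyme for full effect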
PMI inhibitors: inhibitors of human PMI, primary screen, biochemical, fluorescence intensity, coupled assay (AID 1209); actives 0.42% (n = 190,000); inhibition, % at 20 µM; hits with a dose series show IC50 in µM; purified PMI enzyme, coupled fluorescence intensity; higher % means a stronger effect;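 also: plate controls were DMSO vehicle for no effect and wells lacking substrate for full effect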
PMI inhibition: human PMI inhibitors, high substrate, primary screen, biochemical, fluorescence intensity, high mannose 6-phosphate (AID 1220). actives 0.66% (n = 190,000). one-dose inhibition, % at 20 µM; IC50 in µM for titrated hits. recombinant PMI enzyme, coupled fluorescence intensity; higher % means a stronger effect
Dynein transport: dynein cargo transport inhibition. actives 0.47% (n = 220,000). z-score, hits read low. AID 1381. 3617.4 mouse cells, GR-EGFP nuclear translocation imaging; test concentration mostly 20 µM; stimulated with dexamethasone, 1 µM; hits give low values;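 active = plate z-score of nuclear minus cytoplasmic receptor signal below a set negative limit, without overly bright fluorescence or cell loss, cut at about -3.5 in these data, passing the limit was not always enough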;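 also: z-score of nuclear minus cytoplasmic ring GR-EGFP intensity difference per well; some compounds called inactive have numbers as strong as hits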
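Buffer or medium: tet-free medium with charcoal-stripped serum / Also added: dexamethasone agonist, 1.0 µM final, for 30 min / Timing: induction 48 h, compound 1 h, agonist 30 min / Measured by: high-content fluorescence imaging after fixation / Read-out: nuclear-to-cytoplasmic GR-EGFP distribution per well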
SIAH1 antagonists: Siah-1 peptide-binding antagonists, primary screen, biochemical, fluorescence polarization, rhodamine-plectin, uHTS (AID 1817); Siah-1 / rhodamine-plectin peptide fluorescence polarization; higher % means a stronger effect; one-dose displacement, % at 20 µM; IC50 in µM for titrated hits; actives 0.02% (n = 290,000);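 active = displacement of at least 50% at 20 µM, with a fluorescence ratio check between 0.3 and a set limit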;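 also: plate controls were Siah plus tracer with DMSO for no effect and tracer alone without Siah for full effect; strong numbers were not always called active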
Dynein transport cytoplasmic EGFP: further read-out of Dynein transport, marked with its call; z-score; measured here: cytoplasmic GR-EGFP intensity; hits give high values
Dynein transport nuclear GR-EGFP: second read-out of Dynein transport, no call of its own (marks repeat the call); z-score; measured here: nuclear GR-EGFP intensity;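 lower value marks the stronger effect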
Dynein transport cell count: recorded beside Dynein transport, whose call it bears; z-score; measured here: cell count per field
* marks the source's active call; other numbers are inactive results; . = no result given. Rule as the data show it, unless noted: active = inhibition above about 50%; inactive = the rest.

SMILES	AID2073	XIAP displacement	P. falciparum M17LAP	M1AAP inhibition	LYP phosphatase	PMI inhibitors	PMI inhibition	Dynein transport	Dynein transport cytoplasmic EGFP	Dynein transport nuclear GR-EGFP	Dynein transport cell count	SIAH1 antagonists
CC(Oc1cccc(Cl)c1)C(=O)Nc1ccncc1 (stereo unspecified)	-1.6%	-8.0%	.	.	-37.1%	7.9%	6.4%	-0.871	-0.26	-0.019	1.05	-3.8%
O=C(Nc1ccccc1C(=O)Nc1nncs1)c1ccccc1	20.9%	.	11.8%	-0.4%	-3.5%	.	.	-0.497	-0.262	0.167	0.461	2.3%
CC(C)C[C@H](NC(=O)c1nc[nH]c1C(=O)NC(c1ccccc1)c1ccccc1)C(=O)OC(C)(C)C	14.0%	4.8%	-4.8%	-10.9%	12.7%	21.0%	20.0%	-0.633	-0.17	-0.0416	0.369	-0.1%
COc1ccc([N+](=O)[O-])cc1/C=N/NC(=O)c1nonc1N	2.4%	-3.0%	24.1%	2.7%	1.0%	1.6%	12.5%	2.18	0.21	1.38	-2.3	5.7%
COc1ccc(CCN2C(=O)CC(C(N)=O)SC2=Nc2ccccc2)cc1OC (stereo unspecified)	2.3%	-4.2%	-4.4%	-4.0%	-7.2%	9.9%	8.1%	-1.13	-0.341	-0.225	-0.00228	-2.6%
CC(C)[C@H](NC(=O)Nc1cccc(Br)c1)C(=O)O	2.0%	-3.4%	43.3%	11.9%	0.2%	-3.9%	2.5%	0.664	-0.126	0.482	-0.865	1.1%
COc1ccc(C(=O)NN2CCCCC2)cc1OC	-8.2%	-7.6%	-1.3%	-1.0%	-2.9%	9.3%	8.2%	-0.162	-0.225	-0.215	0.314	1.7%
COc1ccc(N2CCN(C(=O)CCCn3c(=S)[nH]c4cc5c(cc4c3=O)OCO5)CC2)cc1	-17.3%	-21.4%	-4.2%	5.9%	2.8%	7.1%	6.7%	1.03	-0.405	0.263	0.636	5.3%
CS(=O)(=O)N(CC(=O)N1CCN(Cc2ccc3c(c2)OCO3)CC1)C1CCCCC1	-8.4%	-6.4%	-9.7%	2.0%	-9.8%	5.2%	-1.2%	-0.278	-0.244	0.0146	0.0251	-3.4%
Cc1nn(-c2cccc(Cl)c2)c2nc(-c3ccco3)cc(C(=O)O)c12	31.7%	-5.9%	12.9%	28.6%	8.6%	-2.4%	-8.4%	0.795	-0.229	0.575	1.6	10.6%
Cc1ccn2cc(CCNC(=O)CC(C)(C)C)nc2c1	15.8%	-6.8%	6.4%	-3.0%	-5.1%	1.6%	1.6%	-0.492	-0.259	-0.932	1.12	6.6%
CCCc1nc2oc3c(OC)ncnc3c2c2c1COC(C)(C)C2	-5.4%	-2.0%	-3.1%	6.8%	2.1%	0.9%	4.0%	0.193	-0.19	0.159	0.45	1.3%

An excerpt of these results, as labelled records:
> COc1ccc(C(=O)NN2CCCCC2)cc1OC
  AID2073 = -8.2%
  XIAP displacement = -7.6%
  P. falciparum M17LAP = -1.3%
  M1AAP inhibition = -1.0%
  LYP phosphatase = -2.9%
  PMI inhibitors = 9.3%
  PMI inhibition = 8.2%
  Dynein transport = -0.162
  Dynein transport cytoplasmic EGFP = -0.225
  Dynein transport nuclear GR-EGFP = -0.215
  Dynein transport cell count = 0.314
  SIAH1 antagonists = 1.7%

> COc1ccc(N2CCN(C(=O)CCCn3c(=S)[nH]c4cc5c(cc4c3=O)OCO5)CC2)cc1
  AID2073 = -17.3%
  XIAP displacement = -21.4%
  P. falciparum M17LAP = -4.2%
  M1AAP inhibition = 5.9%
  LYP phosphatase = 2.8%
  PMI inhibitors = 7.1%
  PMI inhibition = 6.7%
  Dynein transport = 1.03
  Dynein transport cytoplasmic EGFP = -0.405
  Dynein transport nuclear GR-EGFP = 0.263
  Dynein transport cell count = 0.636
  SIAH1 antagonists = 5.3%

> CS(=O)(=O)N(CC(=O)N1CCN(Cc2ccc3c(c2)OCO3)CC1)C1CCCCC1
  AID2073 = -8.4%
  XIAP displacement = -6.4%
  P. falciparum M17LAP = -9.7%
  M1AAP inhibition = 2.0%
  LYP phosphatase = -9.8%
  PMI inhibitors = 5.2%
  PMI inhibition = -1.2%
  Dynein transport = -0.278
  Dynein transport cytoplasmic EGFP = -0.244
  Dynein transport nuclear GR-EGFP = 0.0146
  Dynein transport cell count = 0.0251
  SIAH1 antagonists = -3.4%

The results go on:
SMILES	AID2073	XIAP displacement	P. falciparum M17LAP	M1AAP inhibition	LYP phosphatase	PMI inhibitors	PMI inhibition	Dynein transport	Dynein transport cytoplasmic EGFP	Dynein transport nuclear GR-EGFP	Dynein transport cell count	SIAH1 antagonists
CC(=O)OC(C(=O)NCS(=O)(=O)c1ccc(C)cc1)c1cccnc1 (stereo unspecified)	-3.5%	-4.7%	-4.1%	4.8%	-6.3%	3.5%	-0.6%	0.915	-0.145	1.19	-1.36	2.8%
COCCn1nnnc1C(c1cccs1)N1CCN(c2ccccc2)CC1 (stereo unspecified)	8.6%	-5.0%	7.6%	-3.0%	-0.2%	0.3%	2.6%	-0.762	-0.0863	-0.2	0.27	9.0%
Cc1ccc(-n2nnnc2SCn2nnc3ccccc3c2=O)cc1	-6.9%	-7.8%	-1.0%	6.7%	-2.1%	10.3%	7.1%	-0.115	-0.126	0.0125	0.757	0.2%
Cc1cc2cc(CNC(=O)c3cccc([N+](=O)[O-])c3)ccc2[nH]1	-1.5%	-17.9%	9.8%	7.4%	2.7%	3.2%	10.9%	-0.183	-0.256	0.774	0.0369	2.4%
COc1ccc(C2C(=O)N(C3CCCCC3)CC(=O)N2CCc2ccccc2)cc1OC (stereo unspecified)	-1.0%	-5.6%	4.5%	-9.4%	-6.1%	4.0%	2.9%	0.156	-0.218	0.195	-0.278	3.9%
COc1ccc(-n2c(C)csc2=S)cc1	-8.4%	-0.6%	0.1%	-2.0%	-2.6%	-0.2%	-1.8%	-0.382	-0.247	-0.311	0.215	1.5%
COC(=O)c1c(N2C(=O)Nc3ccccc3N2O)sc2c1CCCC2	14.5%	1.4%	18.1%	9.8%	3.4%	-0.3%	-8.6%	-0.37	-0.328	-0.512	0.798	4.2%
CNc1ccc(Cl)nn1	1.4%	-4.6%	-1.2%	6.5%	-4.1%	1.3%	4.4%	2.65	-0.24	1.17	-1	3.6%
CN1CCN(CC(=O)Nc2cc(N(C)C)nc3ccccc23)CC1	-4.4%	3.5%	-3.6%	4.3%	-4.6%	-25.4%	-20.7%	-0.103	-0.366	0.606	0.624	-3.9%
COc1cccc(-n2ccnc2SCC(=O)Nc2cc(OC)ccc2OC)c1	-2.9%	-3.6%	-3.9%	5.3%	0.6%	2.8%	-8.0%	0.48	-0.326	0.612	-0.305	-0.3%
O=C(Nc1cccc(C(F)(F)F)c1)c1ccc(Cn2cc(Br)cn2)o1	31.3%	-1.7%	-2.8%	-2.3%	-2.7%	13.1%	12.4%	-0.51	-0.16	-0.873	-0.587	3.9%
Cc1noc(C)c1COC(=O)CCCOc1ccc(Cl)cc1Cl	-2.7%	-1.6%	-8.4%	-3.9%	-7.6%	-8.8%	3.3%	-0.0503	-0.171	-0.0564	0.272	-5.4%
O=C(CN1CCN(S(=O)(=O)c2ccc3ccccc3c2)CC1)N1CCc2ccccc2C1	-4.8%	-4.1%	-2.9%	-2.1%	-5.8%	14.8%	13.0%	-0.25	-0.177	0.714	0.677	6.4%
O=C(Nc1ccc(-c2nc3cccnc3s2)cc1)c1ccc(Br)o1	27.4%	-12.9%	-24.8%	0.8%	-2.4%	20.3%	14.4%	0.719	-0.0509	0.769	-1.1	-0.2%
COc1ccc(-c2csc(N3C(=O)C4C5c6ccccc6C(c6ccccc65)[C@@H]4C3=O)n2)cc1 (stereo partly specified)	8.8%	-2.8%	-14.1%	-3.2%	1.7%	4.0%	2.0%	0.922	-0.2	0.871	-0.658	0.7%
c1ccc(-c2nc(-c3nccc4ccccc34)oc2-c2ccccc2)cc1	4.7%	.	12.8%	9.9%	-1.7%	.	.	-0.427	-0.299	-0.248	0.82	9.7%
Cc1ccc2cc(CCNC(=O)c3ccc(Br)o3)c(=O)[nH]c2c1	-5.4%	-2.1%	-0.7%	7.7%	-2.7%	5.6%	2.3%	1.72	0.345	0.948	-0.978	1.9%
COc1ccc(N2CCC(CNC(=O)Nc3ccc(Cl)cc3)C2)cc1 (stereo unspecified)	-18.6%	1.4%	-2.0%	1.0%	2.4%	37.0%	46.2%	-0.515	-0.347	-0.528	0.871	9.8%
CCC1(C(=O)OC)CCc2c(cc(OC)c3ccccc23)C1=O (stereo unspecified)	22.5%	.	-0.6%	1.1%	-3.2%	.	.	-0.892	-0.27	-0.402	1.26	-3.8%
C=C(C)C(=O)Nc1cccc(C2=NOC3(C2)C[C@@H](C(N)=O)N(C(=O)/C=C/C=C/C)C3)c1 (stereo partly specified)	10µM*	.	1.8%	2.2%	17.6%	.	.	0.428	-0.776	0.374	-0.49	-11.8%
CN(C)/C=C/c1[nH]c(=O)[nH]c(=O)c1[N+](=O)[O-]	-11.8%	.	10.1%	4.0%	-8.0%	.	.	-0.404	-0.246	-0.246	0.443	0.9%
O=C(c1cc(-c2ccco2)on1)N1CCN(C(c2ccccc2)c2ccccc2)CC1	7.6%	-5.2%	-6.7%	0.7%	-6.4%	13.3%	13.6%	0.16	-0.238	-0.231	0.177	-2.1%
ClC(=C\c1ccccc1)/C=N/N1CCN(c2ccccn2)CC1	-6.8%	-2.3%	-3.4%	2.4%	3.5%	5.8%	2.2%	-0.464	-0.219	-0.378	0.677	1.7%
COc1ccc(OCC(=O)N/N=C/c2ccsc2)cc1	-2.9%	-3.1%	-11.6%	0.2%	-2.1%	14.5%	17.2%	0.101	-0.162	0.165	0.935	5.0%
CCN(CC)c1nc(Nc2ccccc2)nc(Oc2ccc(=O)[nH]n2)n1	8.3%	-3.3%	-2.3%	8.1%	-0.5%	12.1%	6.6%	-0.3	-0.213	0.442	0.0663	-0.5%
CCOc1ccc(C(=O)N2CCN=C2SC)cc1OCC	40.9%	-1.0%	6.5%	-3.0%	-5.2%	0.9%	4.8%	-0.85	-0.137	-0.25	0.368	-4.8%

Two compounds picked at random from the list so far:
SMILES	AID2073	XIAP displacement	P. falciparum M17LAP	M1AAP inhibition	LYP phosphatase	PMI inhibitors	PMI inhibition	Dynein transport	Dynein transport cytoplasmic EGFP	Dynein transport nuclear GR-EGFP	Dynein transport cell count	SIAH1 antagonists
COc1ccc(OCC(=O)N/N=C/c2ccsc2)cc1	-2.9%	-3.1%	-11.6%	0.2%	-2.1%	14.5%	17.2%	0.101	-0.162	0.165	0.935	5.0%
O=C(c1cc(-c2ccco2)on1)N1CCN(C(c2ccccc2)c2ccccc2)CC1	7.6%	-5.2%	-6.7%	0.7%	-6.4%	13.3%	13.6%	0.16	-0.238	-0.231	0.177	-2.1%
